# From PubChem
# Peg3 promoter: inhibitors of Peg3 promoter; HeLa PEG-Prom luciferase reporter, luminescence, overnight; inhibition, % at 20 µM; actives 1.7% (n = 360,000); AID 588405;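 active means inhibition of at least 50% at 20 µM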
# TWEAK-Fn14 inh: TWEAK-Fn14 signaling inhibition; AID 1159606; actives 2% (n = 360,000); TWEAK-stimulated Fn14 reporter cells, luciferase luminescence, 8 h; inhibition, % at 10 µM; in the data active means inhibition above about 50%
# HIF-2a inh: HIF-2a inhibition; 786-0 RCC cells HIF-2a reporter, luciferase luminescence, overnight; inhibition, % at 18.8 µM; actives 0.72% (n = 360,000);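 active means inhibition of the luminescence signal of 40% or more relative to plate controls, in a single-dose primary screen at 18.75 µM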
# NR2E3 ag-1: activates human NR2E3 receptor; actives 0.35% (n = 360,000); inhibition of corepressor binding, % at 3.98 µM; AID 602229; CHO-S Gal4-NCOR/VP16-NR2E3 two-hybrid, luciferase; Q9Y5X4;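 active means inhibition above the mean of all tested compounds plus 3 SD, cut at about 70% in these data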;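 further: 0% = DMSO with NR2E3 transfected cells and 100% = cells lacking NR2E3 construct; higher means lower luciferase signal from less NR2E3 corepressor binding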
# Target sequence (Q9Y5X4 whole entry, looked up, the tested form may be a part): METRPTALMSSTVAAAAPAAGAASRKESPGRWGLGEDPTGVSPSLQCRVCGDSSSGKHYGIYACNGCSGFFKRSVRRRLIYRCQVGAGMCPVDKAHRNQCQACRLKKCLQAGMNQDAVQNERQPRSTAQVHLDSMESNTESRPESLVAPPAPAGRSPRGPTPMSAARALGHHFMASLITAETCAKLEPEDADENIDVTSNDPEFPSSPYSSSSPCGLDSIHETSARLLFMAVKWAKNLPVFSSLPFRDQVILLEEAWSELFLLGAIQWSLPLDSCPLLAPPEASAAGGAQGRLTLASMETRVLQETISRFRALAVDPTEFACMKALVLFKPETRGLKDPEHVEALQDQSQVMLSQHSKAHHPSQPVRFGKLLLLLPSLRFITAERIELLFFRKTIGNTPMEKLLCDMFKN
# TRPM1 prom inh: inhibitors of MITF-driven TRPM1 promoter in melanoma cells; SK-MEL-5 TRPM1 promoter luciferase, 24 h; inhibition, % at 12.5 µM; actives 0.83% (n = 330,000);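 active means mean inhibition across replicates of 60% or more, whatever share of single replicates reaches that level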; further: values of inactives mirror those of a sister screen read the other way
# Shn3 3UTR inh: inhibitors of Schnurri-3 3'UTR reporter in osteoblasts | Clone20 osteoblast Shn3 3'UTR firefly luciferase, 24 h | inhibition, % at 12.5 µM | actives 0.52% (n = 360,000) | AID 588674;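 active means mean inhibition of at least 75% with every replicate also reaching 75%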;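 further: 0% = median of neutral control wells and 100% = pilot-screen positive control compound; some compounds past the cut are filed as inactive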
# CF NFkB inh: cystic fibrosis NF-kB activation inhibition; actives 0.86% (n = 360,000); inhibition, % at 5 µM; KKLEB NF-kB-GFP reporter, PAF-induced, GFP fluorescence overnight; AID 588850;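 active means at least 50% inhibition at 5 µM, scaled per plate between neutral and stimulator controls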;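 further: PAF is a Pseudomonas aeruginosa culture filtrate used as stimulus; plate controls were PAF-stimulated DMSO wells for no effect and unstimulated DMSO wells for full effect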
# NR2E3 ag-2: NR2E3 (human) agonism. inhibition of corepressor binding, % at 4.78 µM. AID 2300. GST-NR2E3/biotin-RetCOR TR-FRET, 1536-well. Q9Y5X4. actives 0.12% (n = 320,000);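 active means percent inhibition above the cutoff of mean plus 3 SD of all tested compounds, set per screening campaign, cut at about 20% in these data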;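 further: 0% = DMSO wells and 100% = biotin wells as full block of FRET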
#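 Format: 1536-well format; test system: GST-NR2E3 and biotin-RetCOR proteins; read-out basis: percent inhibition of TR-FRET ratio; timing: 5 h incubation at 4 °C; detection: time-resolved FRET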
# iPSC survival up: enhancers of human iPSC single-cell survival; hiPSC single-cell survival, ATPlite luminescence; 100% = ROCK inhibitor wells, 0% = DMSO; AID 602274; actives 0.044% (n = 360,000); survival enhancement, % at 20 µM; in the data active means survival enhancement above about 18%;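 further: cells exposed to compounds for 16 hours before the ATP read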
# KKLEB tox: CF airway cell cytotoxicity counter-screen; KKLEB CF airway cells viability, ATPlite luminescence, overnight; stronger effect = lower value; cells stimulated with P. aeruginosa culture filtrate; activity change (cytotoxicity), % at 5 µM; actives 0.36% (n = 360,000);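 active means corrected activity change at or below -50% at 5 µM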
# aDG glyco act: alpha-DG glycosylation activation; AID 624168; actives 0.22% (n = 360,000); activation, % at 10 µM; Pro5-aDG cells, alpha-DG glycosylation AlphaScreen (IIH6); 0% Pro5, 100% B10-LARGE cell signal;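 active means activation of at least 8% versus controls, or a plate z-score of at least 8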;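 further: Pro5 are CHO cells carrying HIG-tagged alpha-DG that lacks glycosylation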
# * hit, by the source's call; · = no result given.
SMILES,Peg3 promoter,TWEAK-Fn14 inh,HIF-2a inh,NR2E3 ag-1,TRPM1 prom inh,Shn3 3UTR inh,CF NFkB inh,NR2E3 ag-2,iPSC survival up,KKLEB tox,aDG glyco act
CCn1c(=O)c2c(nc3n2CCCN3c2cccc(C)c2)n(C)c1=O,18,9,14,-12,9,-20,-7,-1,-0.5,5,0.4
Cc1cc2c3c(c1)C1(C(=O)N3C(C)(C)CC2C)C(C#N)=C(N)Oc2cc(O)ccc21 (stereo not drawn),38,9,1,3,9,2,4,3,-1.7,7,-0.1
CC1=C(C(N)=O)C(c2cccs2)n2nc(-c3cccc(Cl)c3)nc2N1 (stereo not drawn),18,15,-10,-15,-4,-11,11,0,-1.0,-5,-0.1
Cc1cccc(CS(=O)(=O)Cc2ccc(C(=O)NCCCN3CCOCC3)o2)c1,7,9,4,-9,-2,-24,9,0,-1.2,-11,0.1
CCOCc1cc(C)[nH]c(=O)c1C#N,-4,-6,11,1,7,-8,4,-4,-0.1,-6,0.2
COc1ccc(/C=C2\CCOC2=O)cc1,-34,-7,-26,-15,-8,1,-14,-2,1.6,8,-0.5
Cc1cccc(-n2ncc3c2CCCC3NC(=O)c2cccs2)c1C (stereo not drawn),16,9,9,17,·,28,-44,·,-1.2,2,3.0
O=C(CCn1c(=O)oc2ccccc21)N1CCN(C(c2ccccc2)c2ccccc2)CC1,16,5,22,1,-1,8,-26,3,-2.7,12,0.4
COC(=O)CN1C(=O)[C@H]2[C@@H](/C=C/c3ccccc3)N3C(=O)CN(CCO)C(=O)[C@@]3(Cc3ccccc3)[C@H]2C1=O,0,-12,12,22,10,-24,-6,5,-3.4,14,0.5
CCCCCN(C(=O)CCC(=O)OCC(=O)N(C)Cc1ccc(C)cc1)c1c(N)n(CCCC)c(=O)[nH]c1=O,6,2,-6,26,17,-10,-29,2,-0.4,10,0.0
O=C1C2CCCCN2C(=O)N1CCN1CCN(c2cccc(Cl)c2)CC1 (stereo not drawn),8,21,14,-1,8,19,-7,·,2.5,0,0.1
CC(OC(=O)CNC(=O)c1cccs1)C(=O)Nc1ccc(S(N)(=O)=O)cc1 (stereo not drawn),-11,-23,7,-5,-8,-9,-7,4,-0.1,-4,-0.1
Cn1c(=O)[nH]c(=O)c2c1nc(CN(Cc1ccccc1)Cc1ccccc1)n2CCN1CCOCC1,20,2,12,-2,-3,6,-2,4,-0.5,1,0.1
O=C(CNC(=O)c1ccc2c(c1)OCCO2)N=Nc1c(O)[nH]c2ccccc12,-13,-8,2,9,-1,-17,16,-6,-0.5,4,-0.1
CCn1c(Cn2nnc(-c3ccccc3)n2)nnc1SCC(=O)Nc1ccc(N(C)C)cc1,20,-7,-6,-46,0,-1,-3,-2,-2.7,13,-0.4
CCCCN1CCCCC1(C)C(=O)NCc1cccs1 (stereo not drawn),10,2,9,6,·,7,-33,·,6.6,11,0.1
CC(=O)c1cccc(N(CC(=O)Nc2ccc(S(=O)(=O)N3CCOCC3)cc2)S(C)(=O)=O)c1,0,2,11,17,6,2,-10,-4,-0.4,3,0.1
O=S(=O)(Cc1ccc(Cl)cc1)c1ncc(CO)n1Cc1ccccc1,3,4,17,-23,6,0,-6,1,0.6,4,-0.1
CN(C)c1cccc(CNC(=O)c2ccc3sc([C@H]4C[C@H](O)[C@@H](CO)O4)nc3c2)c1,-1,7,-7,-14,·,-9,-33,·,-2.7,-3,-0.1
COc1ccccc1NS(=O)(=O)c1cccc(C(=O)NNC(=O)C(NC(N)=O)C(C)C)c1 (stereo not drawn),8,-30,9,-2,-5,-51,7,-1,-0.6,-5,-0.1
O=C(NN1C(=O)c2ccccc2NC1c1ccccn1)c1ccc([N+](=O)[O-])cc1 (stereo not drawn),1,18,11,18,-10,-5,-24,-1,0.7,4,-0.1
CCOC(=O)c1c(C)n(-c2ccc(C)cc2)c2c(CC(C)=O)c(Br)c(OC)c(O)c12,4,-14,8,15,19,18,7,2,5.1,-9,-0.4
Cc1sc2ncnc(OCc3nnc(-c4cccs4)o3)c2c1C,15,3,21,-94,10,16,6,0,0.1,-4,0.0
Cc1[nH]nc(N2CCCCCC2)c1[N+](=O)[O-],5,4,13,12,3,-7,20,4,-1.7,-9,-0.1
O=S(=O)(Oc1ccccc1C(=S)N1CCOCC1)c1ccc(Cl)cc1,20,1,14,10,5,5,16,0,-0.5,-2,0.0
O=C(CSc1nnc(-c2cccs2)o1)NCc1ccco1,3,6,10,-8,-2,-8,13,-3,0.3,-1,0.0
CC(C)C[C@@H](COCc1ccc(C(F)(F)F)cc1)N1CCN(C(=O)c2ccc(C(F)(F)F)cc2)CCC1=O,·,5,8,5,·,·,·,·,-0.7,·,0.4
CN1CCc2c(sc3c2C(=O)NC(c2ccco2)N3)C1 (stereo not drawn),-9,-1,3,-7,-6,-33,12,-2,-0.6,9,0.4
COc1cccc(N=C(N)N)c1,-3,3,7,-24,-17,-18,9,2,-1.0,-1,0.9
O=C(Nc1ccc(F)cc1)C1C(c2ccccc2)C1(Cl)Cl (stereo not drawn),12,29,17,-19,-12,12,8,-1,1.1,1,0.3
Cc1ccc(-c2n[nH]c(=O)c3ccccc23)cc1S(=O)(=O)NC(C)(C)C,10,-10,1,-31,-1,10,-35,4,-2.2,-26,0.2
C#CCOCCOCCOCCNc1nc(N2CCN(C(=O)[C@H](CCCCN)n3cc(CC(C)O)nn3)CC2)nc(N2CCN(C(=O)[C@H](Cc3ccc(O)cc3)n3cc(CCO)nn3)CC2)n1 (stereo partly drawn),-2,2,1,-39,-8,3,6,·,2.6,7,-0.2
S=c1[nH]nc(-c2ccc3ccccc3n2)n1-c1cc(Cl)cc(Cl)c1,-66,-1,11,-30,0,8,-9,15,-2.3,28,0.7
CCCCc1ccc(NC=C2C(=O)OC3(CCCCC3)OC2=O)cc1,-9,-4,11,-16,-17,9,-8,1,4.2,-6,0.2
O=c1c(CN2CCN(Cc3ccccc3)CC2)coc2ccc(Cl)cc12,-24,5,-80,37,0,-14,-6,1,2.2,12,0.3
Cc1ccc(OCC(=O)N2CCC(N3CC(C)CC(C)C3)CC2)cc1 (stereo not drawn),11,-4,14,4,-2,6,14,0,-0.5,-13,0.2
CCCCCCN1C=C/C(=C\C=C(C#N)C#N)c2ccccc21,56*,-16,34,1,36,67,20,-1,-1.9,-27,-0.6
CCN(c1ccccc1)S(=O)(=O)c1cc(C(=O)OC(C)C(=O)Nc2ccc3c(c2)OCCO3)ccc1C (stereo not drawn),26,4,17,4,7,15,-9,3,-0.2,-1,0.1
CC(C)COC(=O)N1CCCCC1c1cc(C(=O)Nc2ccc3c(c2)OCO3)no1 (stereo not drawn),19,-4,15,-6,·,18,11,·,0.2,-3,0.0
O=C(Nc1ccccc1Br)c1cc(=O)c2ccccc2o1,-332,8,-219,-33,-156,-94,14,2,-0.4,2,0.2

# The closing three entries of the section before open the next one.
SMILES,Peg3 promoter,TWEAK-Fn14 inh,HIF-2a inh,NR2E3 ag-1,TRPM1 prom inh,Shn3 3UTR inh,CF NFkB inh,NR2E3 ag-2,iPSC survival up,KKLEB tox,aDG glyco act
CCN(c1ccccc1)S(=O)(=O)c1cc(C(=O)OC(C)C(=O)Nc2ccc3c(c2)OCCO3)ccc1C (stereo not drawn),26,4,17,4,7,15,-9,3,-0.2,-1,0.1
CC(C)COC(=O)N1CCCCC1c1cc(C(=O)Nc2ccc3c(c2)OCO3)no1 (stereo not drawn),19,-4,15,-6,·,18,11,·,0.2,-3,0.0
O=C(Nc1ccccc1Br)c1cc(=O)c2ccccc2o1,-332,8,-219,-33,-156,-94,14,2,-0.4,2,0.2
O=C(CC(=O)Nc1cccc(Cl)c1)N/N=C\c1ccccc1,-64,3,6,2,-4,-4,3,0,4.6,2,0.2
Cc1oc(-c2ccccc2F)nc1CS(=O)(=O)CC(=O)NCc1ccco1,6,11,8,-5,·,5,6,0,3.9,-1,-0.2
CC(C)C[C@@H](CNCC(=O)[C@H](C)NC(=O)c1[nH]cnc1C(=O)N[C@H](CN)CC(C)C)NC(=O)c1nc[nH]c1C(=O)N[C@@H](C)C(=O)O,-10,16,10,-24,0,-3,-1,·,0.0,7,-0.2
CCN(CC)S(=O)(=O)c1ccc2oc(SCc3ccc(F)cc3)nc2c1,11,19,-24,10,-8,56,18,3,5.7,-9,0.4
Cc1cc(OCC(=O)Nc2cccc(S(=O)(=O)N3CCCCC3)c2)ccc1Cl,-3,36,-14,-28,3,4,-14,4,0.2,13,0.1
O=C(O)c1ccccc1C(=O)Nc1ccc(Oc2ccc3ccccc3c2)cc1,-25,21,30,-16,5,7,10,4,-0.7,-9,-0.2
CCCn1c(=NC(=O)CS(=O)(=O)c2ccccc2)sc2cc(S(C)(=O)=O)ccc21,25,-1,21,-7,-2,0,-9,2,1.6,-13,-0.5
Cc1cc(C(=O)NCc2ccc3c(c2)OCO3)n(-c2ccccc2)n1,-2,27,7,-19,·,-6,-26,3,-1.8,7,0.1
O=C(CNS(=O)(=O)c1ccccc1)OCc1cccc([N+](=O)[O-])c1,2,-9,14,-25,3,-12,-8,-4,1.8,1,-0.3
CN(C)CCNC(=O)Cc1ncc(C(F)(F)F)cc1Cl,-3,-2,0,-26,-9,6,0,-5,-0.2,3,0.1
Cc1cc(=O)[nH]c(SCc2cccc3ccccc23)n1,-2,-6,28,71*,-1,-4,-3,-2,-0.8,-10,0.0
CCN(CC)c1ccc(/C=N/NC(=O)c2cccc(S(=O)(=O)N3CCOCC3)c2)cc1,8,16,-8,-3,1,-16,2,3,1.1,-7,0.4
Cc1ccc(OCC(=O)N2N=C(c3cccnc3)CC2(O)C(F)(F)F)cc1C (stereo not drawn),10,0,9,-13,-7,21,-4,-1,2.2,-8,0.0
COc1ccc(S(=O)(=O)Nc2cc3c4c(c2)CC(=O)N4CCC3)cc1OC,6,2,2,-11,·,-7,20,·,-1.3,-19,-0.2
Cc1cc(Cl)ccc1C(O)c1ncc(-c2cccc(C(F)(F)F)c2)[nH]1 (stereo not drawn),39,1,18,4,·,-3,-16,·,0.8,12,0.3
Cc1ccc2sc(=O)[nH]c2c1,8,-10,9,-1,10,-12,-31,-1,1.6,0,-0.2
Fc1ccc(-c2nnc(-c3ccc4ccccc4c3)o2)cc1,-241,26,-179,-165,-9,-74,-50,·,-2.8,-2,0.1
CC(OC(=O)CSCC(=O)Nc1ccc(Cl)cc1)C(=O)N(C)Cc1ccccc1 (stereo not drawn),12,-5,-3,-8,6,3,-3,·,-0.4,5,0.3
O=c1c2ccccc2[nH]c(=S)n1-c1cccc(S(=O)(=O)N2CCCC2)c1,17,2,17,-14,10,7,-4,-1,-1.6,5,0.2
CCCOC(=O)c1cccc(Nc2nc(-c3cccnc3)nc3ccccc23)c1,96*,57*,21,5,48,67,0,6,1.3,-22,-0.3
